# UPR XBP1 act: activators of adaptive arm of unfolded protein response (XBP1); CHO-XBP1 luciferase reporter, IRE1-XBP1 UPR activation, luminescence; percent of tunicamycin response, DMSO as zero; activation, % at 20 µM; hit rate 0.33% among 330,000; AID 463104;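 active means versus positive control, 20 µM dose yields 30% or more activation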;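 further: 100% = tunicamycin at 10 µg/mL and 0% = DMSO only wells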
#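 Material: CHO-XBP1 cells stably carrying IRE1-XBP1-driven luciferase reporter | Medium: F12 with 10% serum | Compound dosing: 20 µM single concentration, DMSO 1% | Incubation: Overnight seeding at 37 °C, 6 h compound treatment at 37 °C | Detection: Steady-Glo luminescence read | Read-out basis: % activation of reporter signal versus tunicamycin and DMSO controls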
# Jurkat NFkB inh: inhibitors of the PMA/ionomycin-induced NF-kB reporter in Jurkat cells. PMA/ionomycin-induced NF-kB luciferase reporter, luminescence. inhibition, % at 4 µM. hit rate 0.53% among 330,000; in the data active means inhibition above about 50%
# tim23-1 inh: inhibits growth of tim23-1 mutant yeast; S. cerevisiae tim23-1 growth, BacTiter-Glo luminescence, 24 h; hit rate 1.3% among 330,000; AID 463212; inhibition, % at 20 µM;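 active means growth inhibition of the mutant yeast at or above 50%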;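 further: temperature-sensitive mutant grown at 25 °C; plate controls were DMSO-treated mutant yeast for no effect and medium wells lacking yeast for full effect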
# APJ ag: APJ receptor agonism | P35414 | CHO-K1 APJ PathHunter beta-arrestin, luminescence; 0% DMSO wells, 100% apelin | activation, % at 20 µM | hit rate 0.11% among 330,000;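 active means activation more than six SD over the plate average, tested at 20 µM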;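 further: 0% = DMSO alone and 100% = apelin-13 at 10 nM; some results filed as inactive read as strong as hits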
# Target sequence (P35414 whole entry, looked up): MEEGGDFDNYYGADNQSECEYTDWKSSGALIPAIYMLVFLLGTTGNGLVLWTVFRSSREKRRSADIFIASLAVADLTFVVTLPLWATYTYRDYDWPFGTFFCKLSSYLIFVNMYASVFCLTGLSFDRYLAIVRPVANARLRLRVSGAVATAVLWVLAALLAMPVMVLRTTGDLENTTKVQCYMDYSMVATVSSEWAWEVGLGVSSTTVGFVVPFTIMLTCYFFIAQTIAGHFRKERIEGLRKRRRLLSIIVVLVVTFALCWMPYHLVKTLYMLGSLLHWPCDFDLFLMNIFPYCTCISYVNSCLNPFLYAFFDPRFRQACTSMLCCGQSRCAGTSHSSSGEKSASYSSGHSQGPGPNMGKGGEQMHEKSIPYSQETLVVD
#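 Assay system: CHO-K1 APJ beta-arrestin complementation cell line / Compound: single test compound dose, 20 µM final, 1% DMSO / Times: overnight seeding, 90 min compound at 25 °C, 1 h detection / Technique: beta-gal luminescence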
# APJ antagonist: APJ receptor antagonism. P35414. CHO-K1 APJ beta-arrestin complementation, luminescence. inhibition, % at 20 µM. hit rate 0.32% among 330,000;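 active means inhibition above about 40% at 20 µM, limit read from the data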;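 further: cells challenged with 10 nM apelin-13 agonist together with compound; plate controls were apelin-13 plus DMSO wells for no effect and DMSO wells lacking apelin-13 for full effect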
# Mdm2 MdmX PPI: human Mdm2/MdmX binding inhibition | O15151+Q00987 | SaOS-2 split-luciferase Mdm2/MdmX complementation, luminescence | inhibition, % at 8 µM | hit rate 3% among 330,000;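 active means inhibition of at least 50% at 8 µM in the primary screen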
# UPR CHOP act: activators of apoptotic arm of unfolded protein response (CHOP) | CHO-CHOP luciferase reporter, UPR activation, luminescence; percent of tunicamycin response over DMSO baseline | activation, % at 10 µM | hit rate 0.34% among 330,000;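 active means at 10 µM dose, activation of 40% or more, normalized to positive control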;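 further: 100% = tunicamycin at 10 µg/mL and 0% = DMSO alone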
#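 Test system: CHO CHOP reporter cells. Input: 500 CHO-CHOP cells per well. Medium: F12 with 10% FBS. Technique: luciferase luminescence. Measure: percent activation relative to tunicamycin control. Dosing: 10 µM compound, 0.5% DMSO. Timing: 16-18 h cell attachment, then 6 h compound exposure, 37 °C.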
# 697 NFkB inh: inhibitors of the PMA/ionomycin-induced NF-kB reporter in 697 B cells | 697 B-cell NF-kB luciferase reporter, 16 h | inhibition, % at 4 µM | hit rate 0.33% among 330,000; in the data active means inhibition above about 35%
# Numbers without * were called inactive. Rows were taken by chance (roughly 5% active in at least one column).
SMILES,UPR XBP1 act,Jurkat NFkB inh,tim23-1 inh,APJ ag,APJ antagonist,Mdm2 MdmX PPI,UPR CHOP act,697 NFkB inh
COc1ccc(NC(=O)COC(=O)c2ccc(O)cc2)c([N+](=O)[O-])c1,6,-3,-10,-1,-59,22,-0.6,12
O=C(Oc1ccc(-c2nc(-c3ccccn3)no2)cc1)c1ccccc1,-4,-37,21,3,-9,29,-6.1,-140
C=CCn1c(SCC(=O)Nc2ccccc2)nnc1-c1cccc(S(=O)(=O)N2CCOCC2)c1,3,-17,8,-4,-2,10,3.0,-9
CCOc1ccc(OCCSc2nc3ccccc3c(=O)[nH]2)cc1,-2,-3,-16,-3,17,11,-2.3,8
O=C(NCCc1ccccc1F)/C(=C/c1cccnc1)NC(=O)c1ccccc1,-1,7,10,-4,9,7,-1.3,3
Cc1ccc2nc(S(=O)(=O)O)[nH]c2c1,-1,-6,1,-4,18,2,-1.5,15
CCCC(=O)Nc1ccc2oc(-c3cncc(Br)c3)nc2c1,-1,-119,13,-2,6,-84,2.7,-111
CC(NC(=O)COC(=O)/C=C/c1ccc([N+](=O)[O-])cc1)c1ccccc1 (centres undefined),-2,-12,14,0,-14,16,-0.8,-2
COc1ccc(C(=O)NC2(C(F)(F)F)C(=O)Nc3c2c(=O)[nH]c(=O)n3CCc2ccc(OC)c(OC)c2)cc1 (centres undefined),1,3,0,-3,-8,7,-2.4,27
CCNC(=S)N/N=C/c1ccc(OCC(=O)Nc2ccc(OC)cc2)c(OC)c1,1,-1,5,-1,-28,6,-0.7,-8
CCOc1ccccc1CNC(=O)Cn1ccc2cc(S(=O)(=O)N3CCCC3)ccc21,-5,13,4,-7,-38,11,1.5,-2
O=C(c1ccc(F)cc1)N(Cc1cccs1)C1CCS(=O)(=O)C1 (centres undefined),-2,-1,-8,7,6,-13,1.6,-10
COc1ccccc1-n1c(SCC(=O)Nc2ccc(F)cc2)nc2c(c1=O)SCC2,-3,15,6,-5,1,11,1.6,22
CCCCCCCCCCNC(=O)C(=O)Nc1ccccn1,-1,-10,-3,-6,-8,7,-1.5,-10
S=C(c1c[nH]c2ccccc12)N1CCCC1,1,11,23,0,3,26,0.7,6
Cc1cc(N2C(=O)C(=O)/C(=C(/O)c3ccc(Cl)cc3)C2c2cccc(Br)c2)no1 (centres undefined),0,-5,2,-4,7,-15,0.3,9
CCCn1c(O)c(N=NC(=O)CNC(=O)Cc2ccc(OC)cc2)c2ccccc21,-2,-8,-2,-8,13,3,0.7,-5
CC1CC(O)(Cc2ccccc2)C(C)CN1C (centres undefined),-5,11,-1,-4,19,20,-1.1,18
CC(=O)Nc1cc(S(=O)(=O)Nc2ccccc2C)c(C)cc1C,-2,10,8,-7,-6,20,0.4,4
Cc1ccc(C(=O)N(CC(=O)NC2CCCCC2)c2ccccc2F)s1,1,5,21,-2,4,3,-0.1,-4

# Part of the list above, showing only 697 NFkB inh, tim23-1 inh and APJ ag:
Molecule,697 NFkB inh,tim23-1 inh,APJ ag
CCOc1ccc(OCCSc2nc3ccccc3c(=O)[nH]2)cc1,8,-16,-3
O=C(NCCc1ccccc1F)/C(=C/c1cccnc1)NC(=O)c1ccccc1,3,10,-4

# Next compounds follow:
SMILES,UPR XBP1 act,Jurkat NFkB inh,tim23-1 inh,APJ ag,APJ antagonist,Mdm2 MdmX PPI,UPR CHOP act,697 NFkB inh
CCN(CC)S(=O)(=O)c1ccc(/C=C/C(=O)OCC(=O)Nc2ccc(C(N)=O)cc2)cc1,0,-10,-2,0,25,6,0.0,-13
O=C(Nn1cc(C(=O)N2CCN(c3ccccc3F)CC2)c2ccccc2c1=O)c1cnccn1,1,-3,8,-3,4,11,-0.7,-10
CNC(=S)N1CCC(NC(=O)C(Cc2ccccc2)NC(C)=O)CC1 (centres undefined),1,-7,-4,-1,10,-1,-1.7,0
CC1(OC(=O)C2CCCC2)C(=O)C=C2C=C(c3ccsc3)N(C(CO)CO)C=C2C1=O (centres undefined),-3,1,4,14,-13,1,2.0,11
O=C(Nc1ccc([N+](=O)[O-])cc1)N1CCCCCC1,2,4,23,8,-2,28,4.2,-5
O=C(COc1ccc2c3c(c(=O)oc2c1)CCC3)NCC1CCC(C(=O)O)CC1 (centres undefined),-2,-10,-1,-4,8,-6,-2.3,13
COc1ccc(CNC(=O)c2c(-c3c(F)cccc3Cl)noc2C)cc1,-2,-5,5,-3,-27,-4,-1.4,-9
O=C(NC1CCCCCC1)c1cc(=O)[nH]c2ccc(S(=O)(=O)N3CCOCC3)cc12,1,-7,11,-1,-16,21,3.3,17
COCCCNC(=O)CSC1=Nc2ccccc2C2=NC(CC(=O)NCc3ccccc3)C(=O)N12 (centres undefined),3,-14,5,-1,0,-1,0.4,-2
Cc1nnnn1/C(=C\c1ccccc1)C(=O)OCC(=O)N(C)C1CCS(=O)(=O)C1 (centres undefined),-2,-26,11,-2,-9,-27,0.2,-30
Cc1nc2c(Cl)cccc2c2c1CC(CBr)O2 (centres undefined),-2,1,41,0,5,-4,1.7,-8
CCC(CC)C(=O)Nc1cc(C(=O)OC)cc(C(=O)OC)c1,-1,-5,16,-1,8,-7,-1.0,4
Cc1[nH]n(-c2ccccc2)c(=O)c1/C=N/n1c(C)nc2ccccc2c1=O,-2,-6,13,-4,12,9,2.6,-6
O=C(NCc1ccco1)c1sc2cc(F)ccc2c1Cl,5,-24,21,-6,-25,-33,2.5,-43
OCCCNC(=S)Nc1ccc2nccnc2c1,1,-2,5,1,-37,-2,-0.7,-1
CCOc1ccc(NS(=O)(=O)c2ccc3[nH]c(=O)oc3c2)cc1,-2,-6,6,-2,12,11,2.8,2
C=CCn1c(SCC(=O)NC2CCS(=O)(=O)C2)nnc1-c1ccncc1 (centres undefined),-7,13,-7,-4,5,35,0.2,13
COc1cccc(N2CC(C(=O)Nc3nnc(SCC(=O)N4CCCC4)s3)CC2=O)c1 (centres undefined),-5,17,10,6,-5,22,1.2,12
C=COCCNC(=S)N1CCOCCOCCN(C(=S)NCCOC=C)CCOCCOCC1,-6,2,3,-4,3,-5,-0.1,6
Cc1cc(C(=O)COC(=O)c2ccc(Br)o2)c(C)n1C,-1,-14,20,-4,-8,-64,6.7,-1

# Shown tab-delimited: entries from further up
Structure	UPR XBP1 act	Jurkat NFkB inh	tim23-1 inh	APJ ag	APJ antagonist	Mdm2 MdmX PPI	UPR CHOP act	697 NFkB inh
Cc1ccc2nc(S(=O)(=O)O)[nH]c2c1	-1	-6	1	-4	18	2	-1.5	15
CCCC(=O)Nc1ccc2oc(-c3cncc(Br)c3)nc2c1	-1	-119	13	-2	6	-84	2.7	-111

# Back to the main list; the 2 compounds before the break are reprinted first.
SMILES,UPR XBP1 act,Jurkat NFkB inh,tim23-1 inh,APJ ag,APJ antagonist,Mdm2 MdmX PPI,UPR CHOP act,697 NFkB inh
C=COCCNC(=S)N1CCOCCOCCN(C(=S)NCCOC=C)CCOCCOCC1,-6,2,3,-4,3,-5,-0.1,6
Cc1cc(C(=O)COC(=O)c2ccc(Br)o2)c(C)n1C,-1,-14,20,-4,-8,-64,6.7,-1
O=C(NNS(=O)(=O)c1ccccc1[N+](=O)[O-])c1ccccc1[N+](=O)[O-],2,-5,2,-3,-1,-24,0.0,16
CCNS(=O)(=O)c1ccc(NC(=O)Nc2cccc(OC)c2)cc1,2,-21,-7,3,-3,-1,0.7,-25
CC1(C)Cc2[nH]c(=O)c(C#N)cc2CS1,3,-1,11,1,9,9,-1.8,3
Nc1ccnn1-c1ccccc1,11,-5,22,-2,2,-7,3.0,7
COc1ccc(NC(=O)c2cccc(N3C(=O)C4C5C=CC(C5)C4C3=O)c2)cc1Cl (centres undefined),-2,1,3,5,-20,16,4.9,-33
CC(C)c1csc(CN2CCN(Cc3ccccc3)C(CCO)C2)n1 (centres undefined),-1,0,17,3,7,-1,5.7,1
O=C(O)c1ccc(S(=O)(=O)N(Cc2ccccc2)Cc2ccccc2)cc1,-3,-4,-2,-1,6,26,2.2,-1
COc1ccc(NC(=O)c2ccccc2SC)c(OC)c1,3,-20,7,0,9,-29,0.4,3
COc1ccc(C(=O)NCCn2cc(SCC(=O)N3CCOCC3)c3ccccc32)cc1,-2,6,7,-3,9,-22,0.3,-3
O=c1c(-c2ccccc2)nnc2sc(COc3ccc(Br)cc3)nn12,0,6,-3,-2,-22,24,4.3,14
CC(OC(=O)c1ccc2ccccc2n1)C(=O)Nc1ccc(N2CCOCC2)cc1 (centres undefined),0,-6,9,-3,2,-17,-0.2,7
Cc1ccc(CNC(=O)Nc2ccc(C)cc2)cc1,4,9,-6,-1,3,21,4.2,-14
COc1ccccc1N1CCN(S(=O)(=O)CCNC(=O)c2ccc(OC(C)C)cc2)CC1,-6,1,28,-4,-1,21,-0.8,-5
Cc1ccc(N2CCN(c3cc(C)nc4nc(C)nn34)CC2)c(C)c1,2,11,11,-3,0,-5,0.0,-7
COc1cccc(NC(=O)CN(C)C(C)C(=O)Nc2ccc(S(=O)(=O)N3CCOCC3)cc2)c1 (centres undefined),-1,-2,3,2,0,-4,0.2,4
CCOC(=O)c1c(N)c2cc([N+](=O)[O-])cnc2n1C,9,1,-2,0,14,31,0.6,-3
CC1CCCC(NC(=O)C2N(CCCN3CCCC3)C(=O)C3C(C(=O)Nc4cccc(Cl)c4)C4C=CC32O4)C1C (centres undefined),3,11,14,-3,-9,25,0.0,-16
C/C(=N\NC(=O)c1cccc(S(=O)(=O)N2CCOCC2)c1)c1ccc(C#N)cc1,-4,-17,16,6,10,17,1.5,5
COc1ccc(NC(C(=O)Nc2cccc(C(C)=O)c2)c2ccccc2)cc1 (centres undefined),-1,-26,15,1,5,-10,3.5,-32
Cc1cccc(NC(=O)N2CCCC2C(=O)NCc2cccs2)c1 (centres undefined),-3,-11,1,-1,17,11,-2.6,-6
CCOc1ccccc1OCCC(=O)Nc1ccc(F)c(Cl)c1,-3,12,15,-2,-2,-5,1.1,13
CCn1c(=S)[nH]c2cc(C(=O)O)ccc21,-1,4,6,-3,5,-21,-0.5,0
Cc1cc(Cl)ccc1OCCCC(=O)NNC(=O)c1ccccc1O,-3,28,-3,6,5,45,-1.1,-5
C/C(Cl)=C/Cn1c(SC(C)C)nc2c1c(=O)[nH]c(=O)n2C,5,2,-7,-9,12,6,-5.1,22
O=c1ccc(-c2ccccc2)n[nH]1,1,-1,9,2,9,4,-1.6,2
O=C(c1cccc(S(=O)(=O)N2CCCC2)c1)N1CCCc2ccccc21,9,1,19,-3,12,25,0.2,0
Cc1ccc(N(CC(=O)NC2CCCCC2)C(=O)CNC(=O)c2ccco2)cc1C,3,0,9,-4,-2,18,-1.3,2
Cc1ccc(NS(=O)(=O)c2ccc(CCC(=O)N3CCOCC3)cc2)cc1,-3,7,-4,-2,-17,5,-1.2,14
CCN(C(=O)COC(=O)c1cc([N+](=O)[O-])ccc1N1CCOCC1)c1ccccc1,0,19,33,2,-62,7,-0.8,-10
COc1ccc2c(c1)CCCC21NC(=O)N(CC(=O)c2cc(F)ccc2F)C1=O (centres undefined),-1,2,34,-2,15,4,-0.6,17
Cc1ccc(NC(=O)C=NOCC(=O)Nc2cc(C)cc(C)c2)cc1,-2,-6,-14,-1,-18,-15,0.9,-35
O=C(OCCN1CCN(c2ncc(C(F)(F)F)cc2Cl)CC1)c1ccc(Cl)cc1,0,-11,4,-4,15,4,-3.3,1

# High-throughput results deposited in PubChem by Sanford-Burnham Center for Chemical Genomics.
